# Mtb UGM inh = Mtb UDP-galactopyranose mutase inhibition. purified UGM, fluorescence polarization probe displacement. inhibition, % at 10 µM. hit rate 0.06% among 320,000; in the data active means inhibition above about 10%, passing the limit was not always enough; inconclusive means no clear call, values can overlap the other calls
# Target sequence (P9WIQ1 whole entry, looked up): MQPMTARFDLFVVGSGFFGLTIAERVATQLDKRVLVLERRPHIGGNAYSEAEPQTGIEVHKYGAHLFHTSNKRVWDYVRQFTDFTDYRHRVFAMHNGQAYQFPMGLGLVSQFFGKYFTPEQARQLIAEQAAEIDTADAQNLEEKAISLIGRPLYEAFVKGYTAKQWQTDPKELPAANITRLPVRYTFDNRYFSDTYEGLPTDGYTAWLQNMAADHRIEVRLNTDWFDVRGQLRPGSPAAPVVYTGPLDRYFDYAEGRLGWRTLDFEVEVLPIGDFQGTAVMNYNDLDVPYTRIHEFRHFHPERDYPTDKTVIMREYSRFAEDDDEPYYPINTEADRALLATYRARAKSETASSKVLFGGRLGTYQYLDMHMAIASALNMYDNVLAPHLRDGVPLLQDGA
# FadD28 binding = inhibitors of Mycobacterium tuberculosis FadD28 bisubstrate binding | FadD28 bisubstrate probe binding, fluorescence polarization | inhibition, % at 12.5 µM | hit rate 0.22% among 360,000; in the data active means inhibition above about 8.5%, passing the limit was not always enough; inconclusive means no clear call, values can overlap the other calls
# PrPC TRFRET = inhibitors of human cell surface prion protein PrPC. P04156. TR-FRET read-out. inhibition, % at 13.8 µM. hit rate 0.43% among 370,000; in the data active means inhibition above about 24%; further: 0% = median of the test wells and 100% = reference compound wells
# BioA inh = BioA (M. tuberculosis) enzyme inhibition; purified M. tuberculosis BioA enzyme, plate reader; inhibition, % at 9.99 µM; hit rate 0.096% among 360,000; in the data active means inhibition above about 40%; inconclusive means no clear call, values can overlap the other calls
# Rv3671c inh = inhibitors of M. tuberculosis serine protease Rv3671c. hit rate 0.048% among 320,000. P9WHR9. inhibition, % at 5.96 µM; in the data active means inhibition above about 38%;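 further: extracellular domain of Rv3671c used as enzyme; 0% = enzyme with DMSO and 100% = no enzyme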
# GDH-TPI inh = GDH-TPI coupled enzyme inhibition counter-screen; GDH-TPI coupled enzyme counterscreen, NADH absorbance; inhibition, % at 4.8 µM; hit rate 1.2% among 360,000; AID 588335; in the data active means inhibition above about 30%;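 further: 0% = DMSO wells and 100% = wells lacking the enzyme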
# BoNT-F LC inh = BoNT F light chain protease inhibition; Multiplex microsphere protease cleavage assay, flow cytometry; inhibition, % at 10 µM; hit rate 0.22% among 360,000; in the data active means inhibition above about 35%, passing the limit was not always enough; inconclusive means no clear call, values can overlap the other calls; further: plate controls were buffer without enzyme for full effect and enzyme alone for no effect
# FBA Mtb inh = Mtb fructose-bisphosphate aldolase inhibition | P9WQA3 | purified M. tuberculosis FBA, fluorescence read-out | inhibition, % at 1 µM | hit rate 2.3% among 360,000; in the data active means inhibition above about 27%;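 further: 0% = vehicle and 100% = reference inhibitor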
# Target sequence (P9WQA3 whole entry, looked up): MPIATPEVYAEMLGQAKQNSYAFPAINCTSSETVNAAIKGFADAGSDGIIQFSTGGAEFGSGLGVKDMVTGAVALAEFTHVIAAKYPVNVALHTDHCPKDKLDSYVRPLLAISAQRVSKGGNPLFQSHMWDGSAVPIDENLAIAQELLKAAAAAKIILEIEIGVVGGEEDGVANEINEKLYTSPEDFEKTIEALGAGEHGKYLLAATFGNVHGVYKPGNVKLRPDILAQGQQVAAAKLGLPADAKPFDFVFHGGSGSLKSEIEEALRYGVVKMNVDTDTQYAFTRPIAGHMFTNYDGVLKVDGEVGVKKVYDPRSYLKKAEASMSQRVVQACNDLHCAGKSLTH
# MazF activator = activators of E. coli MazEF toxin-antitoxin RNase; P0AE70; AID 504720; FAM/BHQ RNA-DNA oligo cleavage fluorescence, 5 h; hit rate 0.32% among 350,000; activation, % at 20 µM; in the data active means activation above about 50%
# Target sequence (P0AE70 whole entry, looked up): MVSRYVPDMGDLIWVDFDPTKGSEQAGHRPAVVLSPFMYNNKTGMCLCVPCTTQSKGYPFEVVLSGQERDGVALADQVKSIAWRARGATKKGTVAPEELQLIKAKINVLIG
# * marks the source's active call; other numbers are inactive results; ? = inconclusive; / = no result given. This is a random part of the collection. Share with any hit: about 4.8%.
SMILES,Mtb UGM inh,FadD28 binding,PrPC TRFRET,BioA inh,Rv3671c inh,GDH-TPI inh,BoNT-F LC inh,FBA Mtb inh,MazF activator
Cc1ccc(C2CC2c2n[nH]c(=S)n2-c2cccc(C)c2)cc1 (stereo unspecified),0.6,-1.9,0,/,-2,-1,-3,3,-6
Cn1cc(C(=O)c2ccc(Cl)cc2Cl)cc1C(=O)N/N=C(\N)COc1ccc(F)cc1,0.4,-0.6,9,/,2,8,3,4,13
Cc1ccnc(SCc2cc(=O)c(OC(=O)c3cccs3)co2)n1,1.6,-1.5,-3,2.7,-2,1,-2,3,5
Cc1ccc(C(=O)Nc2ccc(OCc3ccccc3)cc2)s1,0.7,-0.6,3,-0.2,3,9,6,5,-20
Cc1ccc(NC(=O)C2=C(O)CCn3c2nc2ccccc23)cc1,-2.9,-1.7,4,0.3,-3,12,-14,-3,0
CCC(=O)Nc1cc2[nH]c(=O)cc(C)c2cc1C,-1.5,-3.6,-5,/,5,0,-2,11,3
O=C(Nc1ccc(Cl)c(Cl)c1)N1CCSCC1,2.9,-2.6,4,6.5,4,7,-6,3,0
COc1ccc(Cc2c(-c3ccco3)nc3ccc(Cl)cn23)c(C)c1,/,-3.4,9,-0.6,/,/,-8,3,/
O=C(/C=C/c1ccc(Cl)cc1)N(Cc1cccs1)C1CCS(=O)(=O)C1 (stereo unspecified),-0.2,-1.9,-7,-0.3,-2,12,/,1,3
CCC(C)(C)NC(=O)C(c1ccccc1)N(C(=O)c1csnn1)C1CC1 (stereo unspecified),-1.4,-1.1,1,0.6,-13,10,3,0,6
Cc1ccc2cccc(SCC(=O)N3CCOCC3)c2n1,-0.7,0.0,-8,2.0,-6,9,?,24,17
O=C(Cn1c(=O)oc2ccccc21)Nc1ccc(F)c(F)c1,0.6,-1.1,-1,-1.0,-4,-4,-3,0,2
COc1ccc(CNC(=O)C2CCCN2)cc1OC (stereo unspecified),-1.6,-1.6,-4,/,9,3,4,2,5
S=C(NCc1ccco1)Nc1ccc(Oc2ccccc2)cc1,1.9,-1.3,-6,0.2,-1,-5,-5,0,2
N#CC1=C(N)c2ccccc2CC12CCCCC2,-0.1,-4.4,-10,2.1,-2,5,-2,-2,-3
CC1CCCN(c2ncnc3c2cnn3-c2ccc(Cl)cc2)C1 (stereo unspecified),1.8,-4.3,-3,2.5,-7,-17,-4,3,-2
Cc1ccc(S(=O)(=O)c2c(COC(=O)c3ccc(Cl)cc3)c(-c3ccccc3)nn2C)cc1,-0.4,-2.1,6,-0.1,8,3,-2,2,9
COCCN1C(=O)CCC1(C)C(=O)Nc1c(C)cccc1C (stereo unspecified),/,-1.7,-8,-0.5,/,/,1,2,/
CC1=NCCN1S(=O)(=O)c1c(C(C)C)cc(C(C)C)cc1C(C)C,0.0,-0.4,-2,-1.1,5,1,-11,6,-11
O=[N+]([O-])c1nn(-c2ccccc2)[n+]([O-])c1N1CCN(c2ccccc2F)CC1,0.2,-0.8,-8,/,0,9,-4,-1,144*
O=S(=O)(Nc1ccc(-c2ccccc2)cc1)c1ccccc1,/,-1.7,6,-0.9,/,3,-5,0,-8
O=C1CC(Cc2ccccc2)C(=O)N1c1ccc(Cl)cn1 (stereo unspecified),2.1,-0.7,-1,-1.4,-8,-4,10,-4,4
O=C(NC1CCCC1)C1CCC(=O)N1C1CCCC1 (stereo unspecified),3.1,-1.6,-1,0.6,-13,-2,-15,2,-1
O=C(NCC(c1ccco1)N1CCOCC1)c1ccc(F)cc1 (stereo unspecified),-1.1,0.9,4,0.4,2,-9,0,2,6
NC(=O)c1ccc(Cc2ncc(C(F)(F)F)cc2Cl)s1,-1.0,-2.8,-6,/,-1,4,-16,1,8
COC(=O)C1CCC(=O)N1C(c1ccc(OC)cc1)c1cc(OC)c(OC)c(OC)c1 (stereo unspecified),/,-1.6,8,/,/,3,-6,1,5
O=C(NCCCN1CCCCCC1)C1CCCN(S(=O)(=O)c2cccc3nsnc23)C1 (stereo unspecified),1.8,-4.3,-14,/,1,-5,-13,-7,7
COc1ccc(OC)c(NC(=O)c2ccc(NS(C)(=O)=O)cc2)c1,0.0,-2.7,-3,-2.1,3,-6,-19,-2,7
CSc1ccc(S(=O)(=O)N2c3ccccc3CC2C)cc1 (stereo unspecified),-2.1,-4.1,20,-0.9,4,-2,?,-3,-7
Cc1ccc(C)c(NC(=O)C2CCCN(S(=O)(=O)c3c(C)noc3/C=C/N(C)C)C2)c1 (stereo unspecified),-0.3,1.0,-2,-0.8,-12,38*,3,-4,9
COC(=O)CNS(=O)(=O)c1ccc(OC)cc1,0.4,-4.2,/,0.8,8,1,-9,2,2
O=C(COC(=O)c1cc(S(=O)(=O)N2CCOCC2)ccc1Cl)NC1CCCCC1,/,-0.2,0,-0.5,/,14,-6,2,6
COc1ccc(CCNC(=O)C2CCCN(Cc3nc(-c4ccccc4C)oc3C)C2)cc1OC (stereo unspecified),-5.0,-5.5,-7,1.2,-2,-4,-7,-2,1
COc1ccc(-n2ccc(=O)c(C(=O)O)n2)c(OC)c1,-1.8,0.8,6,-1.2,-1,5,6,3,8
O=c1cc(O)n(-c2ccc(Cl)cc2)c(=S)[nH]1,0.0,2.1,11,-0.7,1,14,-8,-1,-3
O=C(Nc1ccc(F)cc1)OCCOc1ccc([N+](=O)[O-])cc1,2.3,-1.3,5,1.8,-11,11,13,6,-1
CC(NC(=O)Nc1ccc2c(c1)OCO2)C1CCCO1 (stereo unspecified),-2.6,-3.4,1,0.8,6,0,2,-7,-1
O=C(NC(O)C(=O)c1cccs1)c1cccnc1 (stereo unspecified),0.5,-3.7,-6,-0.6,-6,-3,-3,-6,12
Cc1cc(C)n2nc(C(=O)OCC(=O)Nc3ccc(C)c(S(=O)(=O)N4CCOCC4)c3)nc2n1,-0.4,-2.2,-1,/,-1,13,0,4,3
Cc1ccc(-c2cc(NC=O)c3ncc(-c4cccc(C(=O)N(C)C)c4)n3c2)cc1,/,-2.8,-13,17,/,6,3,4,/
CC(=O)Nc1ccc(S(=O)(=O)NC2=C(N3CCN(c4ccc(F)cc4)CC3)C(=O)c3ccccc3C2=O)cc1,-2.8,?,-47,1.9,-79,9,-13,-5,0
O=c1c(-c2ccccc2)c(O)nc2ccccn12,-1.3,-1.6,-8,/,-4,18,-12,7,-3
O=C(CC1CCCC1)Nc1nc2ccccc2[nH]1,0.2,-3.7,-2,-2.8,-4,-15,-4,2,8
O=C(CN1CCN(S(=O)(=O)N2CCOCC2)CC1)Nc1ccc(Cl)c(Cl)c1,0.9,-0.4,0,2.9,-1,7,6,2,10
Cc1nn(CC2CCCCC2)c(N)c1-c1ccccc1,1.6,0.0,4,-0.8,-5,9,-12,2,-4
CC(C)(C)N1CC(COc2ccccc2)OC1=O (stereo unspecified),4.8,-2.8,1,/,-11,-6,19,-1,1
CCOC(=O)N1CCC(NC(=O)c2cccc3c2C(=O)N(Cc2cccnc2)C3)CC1,0.6,-1.2,-2,9.8,14,-3,-10,-1,-1
COCCNC(=O)c1cc(S(=O)(=O)N(C)C2CCCCC2)ccc1Cl,/,0.6,2,-2.5,/,-9,3,3,5
CC(Sc1cccc[n+]1[O-])c1ccccc1 (stereo unspecified),-7.2,-2.5,7,-0.9,0,12,?,2,8
O=S(=O)(c1ccc(F)cc1)N1CCC(N2CCCCCC2)CC1,-1.3,-1.8,-2,-0.9,0,-1,-1,2,3
CCOc1ccc(NC(=O)N2CC(C)OC(C)C2)cc1 (stereo unspecified),-0.7,-3.5,10,-0.9,/,2,2,3,0
CCc1cccc(CC)c1NC(=S)N(CCN(C)C)C(C)c1cccnc1 (stereo unspecified),-2.5,-1.6,7,/,2,4,-1,3,6
CN1CCN(C(=O)c2ccc3c(c2)N(Cc2cccc(Cl)c2)C(=O)c2ccccc2S3=O)CC1 (stereo unspecified),-1.4,-1.5,0,1.3,2,7,-5,10,5
COc1cccc(C(=O)N2CCN(CCCc3ccccc3)CC2)c1OC,-0.5,-1.8,-9,/,13,-9,0,-4,-4
CNC(=S)Nc1ccc2nc(C)c(C)nc2c1,-1.2,-3.3,2,/,7,6,0,3,5
N#CC1(NC(=O)COc2cccnc2[N+](=O)[O-])CCCCC1,-0.5,-1.5,-12,2.4,9,18,0,3,0
CCN(CC(=O)Nc1ccc(OC)c(OC)c1)S(=O)(=O)c1ccc(C)cc1,2.0,-2.3,-6,0.1,2,0,16,3,9
O=C(CN1CCN(c2ccccn2)CC1)NC(=O)NC1CCCCC1,1.3,-4.4,2,1.5,1,-9,-5,1,-1
COc1ccc(N2C(=O)c3ccccc3NC2(C)C)cc1,-1.7,-0.3,-3,-0.6,-1,1,-16,25,-5
O=C(c1ccccc1)c1cnc(-c2ccccc2)s1,1.7,-0.4,2,/,5,14,-5,-6,-5

# Some of the entries so far, with values under each structure:
# Each structure is followed by: Mtb UGM inh, FadD28 binding, PrPC TRFRET, BioA inh, Rv3671c inh, GDH-TPI inh, BoNT-F LC inh, FBA Mtb inh, MazF activator
O=C(NCC(c1ccco1)N1CCOCC1)c1ccc(F)cc1 (stereo unspecified)
  -1.1, 0.9, 4, 0.4, 2, -9, 0, 2, 6
NC(=O)c1ccc(Cc2ncc(C(F)(F)F)cc2Cl)s1
  -1.0, -2.8, -6, /, -1, 4, -16, 1, 8
COC(=O)C1CCC(=O)N1C(c1ccc(OC)cc1)c1cc(OC)c(OC)c(OC)c1 (stereo unspecified)
  /, -1.6, 8, /, /, 3, -6, 1, 5
O=C(NCCCN1CCCCCC1)C1CCCN(S(=O)(=O)c2cccc3nsnc23)C1 (stereo unspecified)
  1.8, -4.3, -14, /, 1, -5, -13, -7, 7
COc1ccc(OC)c(NC(=O)c2ccc(NS(C)(=O)=O)cc2)c1
  0.0, -2.7, -3, -2.1, 3, -6, -19, -2, 7
CSc1ccc(S(=O)(=O)N2c3ccccc3CC2C)cc1 (stereo unspecified)
  -2.1, -4.1, 20, -0.9, 4, -2, ?, -3, -7
Cc1ccc(C)c(NC(=O)C2CCCN(S(=O)(=O)c3c(C)noc3/C=C/N(C)C)C2)c1 (stereo unspecified)
  -0.3, 1.0, -2, -0.8, -12, 38*, 3, -4, 9
COC(=O)CNS(=O)(=O)c1ccc(OC)cc1
  0.4, -4.2, /, 0.8, 8, 1, -9, 2, 2
O=C(COC(=O)c1cc(S(=O)(=O)N2CCOCC2)ccc1Cl)NC1CCCCC1
  /, -0.2, 0, -0.5, /, 14, -6, 2, 6
COc1ccc(CCNC(=O)C2CCCN(Cc3nc(-c4ccccc4C)oc3C)C2)cc1OC (stereo unspecified)
  -5.0, -5.5, -7, 1.2, -2, -4, -7, -2, 1
COc1ccc(-n2ccc(=O)c(C(=O)O)n2)c(OC)c1
  -1.8, 0.8, 6, -1.2, -1, 5, 6, 3, 8
O=c1cc(O)n(-c2ccc(Cl)cc2)c(=S)[nH]1
  0.0, 2.1, 11, -0.7, 1, 14, -8, -1, -3
O=C(Nc1ccc(F)cc1)OCCOc1ccc([N+](=O)[O-])cc1
  2.3, -1.3, 5, 1.8, -11, 11, 13, 6, -1

# Other compounds follow.
SMILES,Mtb UGM inh,FadD28 binding,PrPC TRFRET,BioA inh,Rv3671c inh,GDH-TPI inh,BoNT-F LC inh,FBA Mtb inh,MazF activator
C=CCSc1nnc(NC(=O)CSCc2c(C)noc2C)s1,1.5,1.1,-9,/,-1,4,2,2,-21
CCn1c(=S)[nH]c2c(=O)n(C)c(=O)n(C)c21,/,-2.0,-6,0.1,/,11,-15,-2,4
Cn1cc2ccc(N)cc2n1,/,-0.3,1,1.4,/,0,2,29*,7
O=C(COC(=O)c1ccccn1)Nc1cccc2ccccc12,0.5,-0.4,6,-3.0,6,3,0,1,-11
Cn1c(=O)c2cc(S(=O)(=O)Nc3cc(C(=O)O)cc(C(=O)O)c3)ccc2n(C)c1=O,-2.1,-2.5,-4,/,0,-3,-2,-3,5
